Screening data from PubChem BioAssay.
APP 5UTR inh: APP translation inhibition; inhibition, % at 2 µM; SH-SY5Y APP 5'UTR-luciferase reporter, luminescence; 0.82% of 190,000 active;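 active = inhibition above a set limit, derived from the sample mean plus 3 SD, cut at about 45% in these data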; note: values of inactives mirror those of a sister screen read the other way
G6PDH CS: counter-screen for G6PDH assay hits: L. mesenteroides G6PDH inhibition; 0.12% of 200,000 active; AID 1020; inhibition, % at 5 µM; Purified L. mesenteroides G6PDH, diaphorase/resazurin coupled fluorescence, 45 min; in the data active = inhibition above about 50%
NF-kB neuron act: compounds increasing NF-kB expression in human neuronal cells; NF-kB reporter expression; active compounds read high; fold change at 12.5 µM; 1.6% of 190,000 active; AID 1239; in the data active = fold change above about 3.3
Diaph act CS: diaphorase activation or chemical reduction counter-screen; Diaphorase/resazurin coupled assay, resorufin fluorescence, 16 min; active compounds read high; 1 = vehicle wells, 0 = NADH-free wells; activation factor at 20 µM; 0.005% of 190,000 active;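 active = diaphorase activity raised at least twofold by the compound at 20 µM; inactive = activation factor below 2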
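Material: bacterial diaphorase enzyme (C. kluyveri); amount: enzyme 0.07 U/mL final; reagent: NADH substrate 0.114 mM plus resazurin dye 0.1 mM, final; doses: single compound dose of 20 µM, 1% DMSO final; timing: 16 min enzyme reaction, ambient temperature; measured by: fluorescence of resorufin, 544 nm excitation, 590 nm emission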
APP 5'UTR act: activates APP 5'UTR luciferase reporter | SH-SY5Y APP 5'UTR luciferase reporter, luminescence; zero percent = DMSO vehicle wells | activation, % at 2 µM | 1% of 190,000 active | AID 1276;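 active = activation above a set limit, based on mean plus 3 SD of controls, cut at about 140% in these data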; note: values of inactives mirror those of a sister screen read the other way
STAT1 activator: activators of IFN-gamma induced STAT1 signaling. NIH 3T3 STAT1-luciferase reporter, luminescence; 100% = IFN-gamma alone, no compound. activation (% of control), % at 5.5 µM. 2.6% of 200,000 active. AID 932;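 active = activation above the screen-wide mean activation plus 3 SD, cut at about 130% in these data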;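 note: raw ratio to IFN-gamma control signal so 100% means no change and 0% no light; values of inactives mirror those of a sister screen read the other way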
TLR4-MyD88 BLA: TLR4-MyD88 interaction inhibition in cells | O00206+Q99836 | 0.18% of 200,000 active | AID 861 | HeLa CL3-4 TLR4/MyD88 BLA complementation, FRET ratio | inhibition, % at 8.4 µM; in the data active = inhibition above about 25%;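 note: 0% = vehicle and 100% = reference inhibitor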
Target sequence (O00206 whole entry, looked up): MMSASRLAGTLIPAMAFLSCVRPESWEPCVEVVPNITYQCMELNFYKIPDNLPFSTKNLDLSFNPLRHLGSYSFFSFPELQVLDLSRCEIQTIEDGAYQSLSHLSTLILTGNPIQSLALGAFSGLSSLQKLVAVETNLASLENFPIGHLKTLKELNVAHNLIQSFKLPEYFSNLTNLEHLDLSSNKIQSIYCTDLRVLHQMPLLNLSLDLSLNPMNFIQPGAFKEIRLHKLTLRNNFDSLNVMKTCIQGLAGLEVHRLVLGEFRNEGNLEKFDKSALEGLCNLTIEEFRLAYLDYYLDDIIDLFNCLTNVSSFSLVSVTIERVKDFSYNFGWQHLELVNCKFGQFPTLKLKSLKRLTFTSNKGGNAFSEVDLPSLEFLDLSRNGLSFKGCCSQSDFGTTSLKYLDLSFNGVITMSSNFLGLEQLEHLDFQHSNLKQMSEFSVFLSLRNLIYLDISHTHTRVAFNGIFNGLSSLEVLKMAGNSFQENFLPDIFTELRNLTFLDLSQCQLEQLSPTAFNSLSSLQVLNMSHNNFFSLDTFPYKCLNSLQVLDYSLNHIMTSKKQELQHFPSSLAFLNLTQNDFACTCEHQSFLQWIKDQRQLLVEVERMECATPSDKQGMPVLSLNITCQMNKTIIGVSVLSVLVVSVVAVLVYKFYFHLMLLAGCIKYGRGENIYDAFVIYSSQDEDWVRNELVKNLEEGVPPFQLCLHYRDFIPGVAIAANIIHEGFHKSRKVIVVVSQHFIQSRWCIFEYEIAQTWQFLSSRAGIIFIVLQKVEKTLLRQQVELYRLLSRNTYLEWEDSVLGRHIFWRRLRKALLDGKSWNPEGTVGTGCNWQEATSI
Target sequence (Q99836 whole entry, looked up): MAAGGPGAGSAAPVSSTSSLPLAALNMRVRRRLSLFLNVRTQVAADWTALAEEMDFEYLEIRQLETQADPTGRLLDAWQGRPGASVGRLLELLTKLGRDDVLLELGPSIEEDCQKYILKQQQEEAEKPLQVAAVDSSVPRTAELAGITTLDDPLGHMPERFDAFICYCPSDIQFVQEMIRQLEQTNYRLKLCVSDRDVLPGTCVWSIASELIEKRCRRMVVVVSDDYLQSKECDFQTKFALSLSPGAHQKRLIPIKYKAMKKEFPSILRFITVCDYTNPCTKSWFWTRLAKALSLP
FLuc inhib CS: counter-screen for luciferase assay inhibitors: firefly luciferase inhibition. 1.5% of 200,000 active. AID 1006. inhibition, % at 10 µM. P08659. ATPLite firefly luciferase biochemical luminescence, 10 min;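 active = inhibition above about 50% when tested at 10 µM, limit read from the data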
FLuc act counter: firefly luciferase counter-screen for stimulation assays | ATPlite luciferase biochemical, luminescence, 10 min; 0 = ATP-free wells, 1 = DMSO control | activation factor at 10 µM | 200,000 tested, under 10 active;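 active = luciferase activation factor, scaled between plate controls, of at least 2 with compound at 10 µM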
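Assay system: Luciferase/luciferin detection reagent, cell-free biochemical luciferase assay / Also added: ATP substrate / Schedule: 10 min at ambient temperature / Measured by: luminescence measurement of luciferase light output / Benchmarks: low control with PBS replacing ATP, high control enzyme plus ATP without compound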
Diaphorase inh: counter-screen for diaphorase-based assays: diaphorase inhibitors and chemical oxidizers; diaphorase resazurin-to-resorufin fluorescence, NADH, 16 min; bacterial (C. kluyveri) enzyme, not human; inhibition, % at 20 µM; 0.69% of 190,000 active; AID 1217;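 active = primary screen inhibition at 20 µM above a set limit, cut at about 50% in these data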;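 note: plate controls were DMSO with full reaction for no effect and wells lacking NADH for full effect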
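Assay system: diaphorase enzyme from Clostridium kluyveri. Quantity: enzyme working solution with 0.14 U/mL diaphorase. Schedule: reaction incubation of 16 min at room temperature. Technique: resorufin fluorescence, excitation 544 nm, emission 590 nm. Controls: No-NADH positive control and DMSO neutral control.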
* hit, by the source's call; nt = not tested or not shown.

canonical_smiles	APP 5UTR inh	G6PDH CS	NF-kB neuron act	Diaph act CS	APP 5'UTR act	STAT1 activator	TLR4-MyD88 BLA	FLuc inhib CS	FLuc act counter	Diaphorase inh
O=C(O)C1C2C=CC(O2)C1C(=O)NCCC1=CCCCC1 (stereo not drawn)	2.7	3.7	1.26	0.9	-2.7	98.3	11.2	-5.2	1.1	13.5
Cc1cccc(NC(=O)c2ccc3ccccc3n2)c1C	-210.6	-1.0	9.08*	0.8	210.6*	134.1*	-3.6	41.6	0.6	21.6
O=c1cc(CO)oc(CN2CCCC2)c1O	9.8	8.2	1.13	0.8	-9.8	98.2	7.9	-6.8	1.1	17.3
CC(C)(C)NC(=O)CCN(/N=C/c1ccc([N+](=O)[O-])o1)C1=NS(=O)(=O)c2ccccc21	-4.1	-19.9	0.42	0.8	4.1	87.9	-3.7	-5.0	1.1	18.5
O=C(Nc1cccc(S(=O)(=O)NC2=NCCCCC2)c1)c1cc(-c2ccccc2Cl)nc2ccccc12	-10.6	9.7	0.46	0.7	10.6	102.5	-5.4	-9.3	1.1	31.2
CC(C)Nc1nc(NC(C)C)nc(C(N)=O)n1	-3.6	2.7	1.06	0.9	3.6	94.6	-0.5	-6.2	1.1	6.6
C/C=C/c1ccc(OCC(=O)Nc2cc(OC)c(OC)c(OC)c2)c(OC)c1	-8.1	-3.6	1.11	0.9	8.1	89.9	7.5	1.6	1	14.8
CCOC(=O)Cn1nc(C)n(-c2c(C)cccc2C)c1=O	-9.7	4.6	1.04	0.9	9.7	92.5	-1.7	-0.6	1	11.5
CC1=CC2=NC(=O)/C(=C\c3cccn3CCOc3ccccc3C)C(=N)N2O1	8.2	-3.0	0.83	0.9	-8.2	89.0	-6.8	-3.3	1	12.9
CN(C)c1oc(COc2ccccc2F)nc1C#N	15.2	9.4	1.35	0.8	-15.2	111.4	-7.4	-11.5	1.1	16.6
O=C(CCc1ccc(S(=O)(=O)N2CCOCC2)cc1)Nc1nccs1	-8.5	2.6	1.01	0.9	8.5	94.1	-0.5	-11.0	1.1	13.5
O=C1NC(c2ccccc2)=C(c2ccccc2)C1=O	5.1	6.9	1.28	0.8	-5.1	98.2	8.5	-4.3	1	16.0

STAT1 activator, what is marked active above
smiles | APP 5UTR inh | NF-kB neuron act | APP 5'UTR act | STAT1 activator | TLR4-MyD88 BLA
Cc1cccc(NC(=O)c2ccc3ccccc3n2)c1C | -210.6 | 9.08* | 210.6* | 134.1* | -3.6

Molecules from the list above with sulfur, in the order listed:
canonical_smiles	APP 5UTR inh	G6PDH CS	NF-kB neuron act	Diaph act CS	APP 5'UTR act	STAT1 activator	TLR4-MyD88 BLA	FLuc inhib CS	FLuc act counter	Diaphorase inh
CC(C)(C)NC(=O)CCN(/N=C/c1ccc([N+](=O)[O-])o1)C1=NS(=O)(=O)c2ccccc21	-4.1	-19.9	0.42	0.8	4.1	87.9	-3.7	-5.0	1.1	18.5
O=C(Nc1cccc(S(=O)(=O)NC2=NCCCCC2)c1)c1cc(-c2ccccc2Cl)nc2ccccc12	-10.6	9.7	0.46	0.7	10.6	102.5	-5.4	-9.3	1.1	31.2
O=C(CCc1ccc(S(=O)(=O)N2CCOCC2)cc1)Nc1nccs1	-8.5	2.6	1.01	0.9	8.5	94.1	-0.5	-11.0	1.1	13.5

(next part)
canonical_smiles	APP 5UTR inh	G6PDH CS	NF-kB neuron act	Diaph act CS	APP 5'UTR act	STAT1 activator	TLR4-MyD88 BLA	FLuc inhib CS	FLuc act counter	Diaphorase inh
CCOC(=O)c1[nH]c2ccc(OC)cc2c1NC(=O)CN1CCc2ccccc2C1	0.2	-6.0	0.47	0.8	-0.2	105.6	-3.8	-6.2	1.1	23.2
CCc1ccc(NC(=O)c2ccnc(C(C)(C)C)c2)cc1	5.7	9.9	1.09	0.9	-5.7	97.7	-19.6	-7.7	1.1	5.5
Cc1ccc(CSc2nnc(-c3cccc(S(=O)(=O)N4CCOCC4)c3)n2CC(C)C)cc1	-16.1	11.3	0.89	1	16.1	97.4	1.9	-0.4	1	0.3
CC(=O)Nc1ccccc1C(=O)C(=O)Nc1cccc(F)c1	-10.8	nt	nt	nt	10.8	119.7	-4.8	nt	nt	nt
Cc1cc(C)c(NC(=O)c2oc3ccccc3c2COc2ccccc2)c(C)c1	0.1	15.5	1.13	0.8	-0.1	100.0	-3.7	-5.4	1.1	18.9
Cn1c(C(=O)NC2CC2)cc(=O)n(C)c1=O	-3.7	9.1	1.23	1.1	3.7	95.2	-10.8	0.5	1	-7.5
Cc1ccc(-c2noc(CSc3nnc(-c4ccncc4)n3-c3ccc(F)cc3)n2)cc1	-11.5	7.6	0.71	0.9	11.5	99.0	-1.1	-2.2	1	13.7
Fc1ccc(/C=N/Nc2ncnc3nc[nH]c23)cc1F	-33.0	11.9	1.89	1.1	33.0	117.7	7.0	13.6	0.9	-6.3
O=C(NCc1cccs1)C1CCCN(S(=O)(=O)c2cccc3cccnc23)C1 (stereo not drawn)	-4.0	1.0	1.11	0.8	4.0	101.1	8.0	-7.0	1.1	15.7
COC(=O)c1sc(NC(=O)COc2ccccc2C)nc1C	-27.5	-0.3	1.48	0.9	27.5	117.1	-5.4	3.4	1	5.9
O=C(Oc1cccc(O)c1)C1CCCCC1	-0.4	12.0	1.14	0.9	0.4	103.3	-17.4	-1.0	1	11.9
CC(C)(C)CC(C)(C)NC1=CC(=O)OC12CCCCC2	-3.8	10.3	1.1	1	3.8	102.8	0.0	-6.8	1.1	4.9

Going on with the list:
structure | APP 5UTR inh | G6PDH CS | NF-kB neuron act | Diaph act CS | APP 5'UTR act | STAT1 activator | TLR4-MyD88 BLA | FLuc inhib CS | FLuc act counter | Diaphorase inh
O=C(Cc1ccccc1[N+](=O)[O-])NCCSCc1c(F)cccc1Cl | 1.8 | 11.4 | 1.19 | 0.9 | -1.8 | 100.0 | 7.2 | -4.6 | 1 | 8.3
O=[N+]([O-])c1cc(C(F)(F)F)ccc1NCCCCNS(=O)(=O)c1ccc(Cl)cc1 | -15.5 | 5.5 | 0.63 | 0.8 | 15.5 | 99.7 | -4.6 | -6.3 | 1.1 | 18.3
c1cncc(-c2nnc(SCCSc3nnc(-c4cccnc4)o3)o2)c1 | 7.5 | nt | nt | nt | -7.5 | 96.8 | -7.0 | nt | nt | nt
Cc1ccc(CSCc2nnc(SCC(=O)N3CCN(c4ccccc4)CC3)n2C)cc1 | 4.5 | 10.2 | 0.82 | 1 | -4.5 | 102.3 | -6.0 | -3.2 | 1 | 1.5
COc1ccc(C2CC(=O)c3cnc(NC(=O)c4cccc(OC)c4)nc3C2)cc1 (stereo not drawn) | -6.9 | 3.8 | 0.96 | 0.9 | 6.9 | 100.3 | 2.4 | -1.1 | 1 | 9.7
Cc1ccc(C)c(-c2nn(-c3cc(N4CCN(CCO)CC4)ccc3[N+](=O)[O-])c(=O)c3ccccc23)c1 | -11.4 | 3.5 | 0.86 | 0.8 | 11.4 | 89.7 | -14.3 | -3.5 | 1 | 18.9
Cc1nn(CCC(=O)NNC(=S)Nc2ccc([N+](=O)[O-])cc2)c(C)c1[N+](=O)[O-] | 4.6 | 1.5 | 1.27 | 0.1 | -4.6 | 94.7 | -0.4 | -7.0 | 1.1 | 85.6*
CCOC(=O)N1CCN(C(=O)c2nn(-c3ccc(C)cc3)c(=O)c3c2c2ccccc2n3C)CC1 | 3.1 | 3.0 | 0.61 | 0.9 | -3.1 | 103.4 | -4.8 | -4.0 | 1 | 10.0
Cc1ccc(Nc2nc(N/N=C/c3c[nH]c4ccccc34)nc(N3CCOCC3)n2)cc1 | 31.8 | -13.2 | 0.5 | 1 | -31.8 | 99.1 | -8.2 | -0.5 | 1 | 4.6
CCCCNC(=O)Nc1nnc(SCC(=O)OCC)s1 | 3.6 | 10.0 | 1.42 | 0.9 | -3.6 | 101.3 | -4.5 | 7.3 | 0.9 | 8.5
CCOc1ccc(Br)cc1S(=O)(=O)NCc1ccncc1 | -3.6 | 3.9 | 1.13 | 0.8 | 3.6 | 90.6 | 4.9 | -6.0 | 1.1 | 17.5
COC(=O)c1cc(C(=O)N2CCN(c3cccc(C)c3C)CC2)cc([N+](=O)[O-])c1 | 76.6* | -3.2 | 1.02 | 0.9 | -76.6 | 87.8 | 1.3 | -5.8 | 1.1 | 7.0
CCOC(=O)c1cnc(-n2nc(C)cc2C)nc1Nc1ccccc1OC | -13.8 | 4.1 | 0.96 | 1 | 13.8 | 107.9 | -7.2 | -11.7 | 1.1 | -2.6
CCCS(=O)(=O)N1CCCC(C(=O)NCc2ccco2)C1 (stereo not drawn) | nt | 0.0 | 1.08 | 1 | nt | 101.7 | -9.1 | -3.6 | 1 | -0.6
O=C1/C(=C/c2ccco2)CCc2ccccc21 | -164.5 | 18.4 | 2.89 | 0.8 | 164.5* | 105.2 | -6.8 | 60.6* | 0.4 | 24.4
COc1cc2c(-c3ccc(O)cc3)nc3c(c(C)nn3-c3ccccc3)c2cc1OC | 23.8 | -13.0 | 0.55 | 0.8 | -23.8 | 98.5 | -2.4 | -9.1 | 1.1 | 23.0
C=CCc1cccc2cc(C(=O)NC(C)(C)C)c(=O)oc12 | -31.8 | -12.8 | 0.93 | 0.9 | 31.8 | 96.1 | 19.1 | -0.8 | 1 | 11.3
CCCCc1cc(=O)oc2cc(O)cc(O)c12 | 7.4 | 45.8 | 1.07 | 0.7 | -7.4 | 108.3 | -9.9 | -7.2 | 1.1 | 31.3
Cc1c(Cc2ccccc2)sc(NC(=O)Cc2ccccc2)c1C(N)=O | -5.6 | nt | nt | nt | 5.6 | 91.3 | -3.3 | nt | nt | nt
CCCc1cc(=O)[nH]c(SCCOC(=O)c2ccccc2)n1 | 20.4 | 6.8 | 1.12 | 0.9 | -20.4 | 99.2 | 4.1 | -4.6 | 1 | 10.6
Cc1cc(NC(=O)C2C3C(=O)N(Cc4ccc(Cl)cc4)C(C(=O)NC4CCCCC4)C34C=CC2(C)O4)no1 (stereo not drawn) | 4.5 | -2.5 | 1.06 | 0.9 | -4.5 | 100.0 | -2.4 | -4.7 | 1 | 6.4
Cc1ccc(C(=O)Nc2sc(Cc3ccc4c(c3)OCO4)c(C)c2C(N)=O)cc1 | 32.4 | 6.7 | 1.29 | 1 | -32.4 | 88.6 | 17.0 | -2.6 | 1 | 4.2
Cc1nc2ccccc2n1C(=O)c1cc(-c2ccc(Br)cc2)nc2ccccc12 | -10.3 | -26.5 | 1.08 | 0.7 | 10.3 | 104.3 | -5.1 | 17.2 | 0.8 | 27.8
O=C(Nc1ccn(Cc2ccccc2F)n1)c1ccc(COc2cc(Cl)ccc2Cl)o1 | -11.0 | 4.9 | 0.59 | 0.7 | 11.0 | 106.6 | 4.9 | -3.8 | 1 | 27.4
CCCCNCc1cc(Br)c(OCC(=O)NCc2ccccc2)c(OC)c1 | 7.4 | 9.7 | 0.9 | 0.9 | -7.4 | 104.7 | 4.3 | -2.9 | 1 | 10.0
